Compound activity deposited in PubChem BioAssay by National Center for Advancing Translational Sciences (NCATS).
p53ts 32C tox: p53ts cell cytotoxicity, permissive temperature; H1299-p53A138V at 32C, ATP luminescence viability, 24 h; Potency, µM (top dose mostly 46.1 µM), for the others: at the highest dose activity change, negative = cytotoxicity, most hits filed as cytotoxic; 130,000 tested, 0.93% active;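 also: 0% = DMSO and -100% = full killing by reference compound; nearly all actives have a fitted effect of over 55% in size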
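ATP-content luminescence (ATPlite) read-out after 24 h compound exposure at 32C in H1299-p53A138V cells (600/well). Tested up to 46 uM. Normalized to DMSO (0%) and 100 uM tamoxifen (100% killing); Hill-fit AC50.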
Peg3 imprint: genomic imprint erasure induction; mouse ES Peg3-LacZ reporter, beta-gal luminescence, 40 h; Potency, µM (series often up to 60.7 µM), inactives show at the top dose activity change, positive = activation, hits mostly activators; 110,000 tested, 0.02% active; AID 1948;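 also: 0% = negative control wells on the plate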
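Each well holds 300 Peg3LacZ-Neo (maternal) female ES cells incubated 40 h at 37C, 5% CO2. LacZ is measured by BetaGlo luminescence, with AC50 and maximum efficacy derived from dose-response curves.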
p53ts 39C tox: p53ts cell cytotoxicity, nonpermissive temperature. H1299-p53A138V viability at 39C, ATP luminescence, 24 h. Potency, µM (highest dose often 46.1 µM), without a hit: at the top dose activity change, negative = cell killing, most hits filed as cytotoxic. 130,000 tested, 1.5% active. AID 902; also: nearly all actives have a fitted effect of over 55% in size
IkB sig inh: inhibitors of IkB signaling in ABC-DLBCL cells; ABC-DLBCL IkBa-CBG/CBR dual luciferase ratio, 4 h; response scale: scaled: untreated 0%, proteasome inhibitor 100%; Potency, µM (series often up to 57.1 µM), inactives show at the highest dose IkBa stabilization activation; 110,000 tested, 0.04% active; AID 445; active = well fitted curve in the direction sought with a large enough effect in the signal ratio, not every such curve was filed as active; inconclusive = small, poorly fitted or top-dose-only effect, or a change in a side signal; the % refers to the signal ratio;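 also: the direction sought is a rising ratio; 0% = basal untreated cells and 100% = reference inhibitor full response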
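Luminescence ratio of IκBα-fused green versus native red beetle luciferase in OCI-Ly3 cells, 4 h post-doxycycline with compound; red signal alone, scaled from basal (0%) to zero light (-100%), flagged nonspecific or cytotoxic effects.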
Numbers without * were called inactive; [ ] = remark or other dose. Unless noted, calls follow the shape of the dose curve; as a rule, active = well fitted curve in the direction sought with a large enough effect; inconclusive = small, poorly fitted or top-dose-only effect, or another doubt; inactive = no such curve, though single readings can be large; an effect the other way counts as inactive or inconclusive. Unless noted, % is scaled to controls: 0 for no effect and ±100 for the full control effect; potency is read from the fitted curve at half-maximal effect.

The first 2 entries, ahead of the listing:
Results for CC(=O)c1ccc(NC(=O)Cn2nc(C)cc2C)cc1 ?
p53ts 32C tox: -7.2%; Peg3 imprint: 2.2%; p53ts 39C tox: -8.3%; IkB sig inh: 0.1%

How did CCC1C(=O)N=C(SCC(=O)Nc2cccc3ccccc23)NC1=O (stereo not drawn) do in these assays?
p53ts 32C tox: -1.9%; Peg3 imprint: -4.9%; p53ts 39C tox: 2.3%; IkB sig inh: 2.8%

All compounds of this part, previewed entries included:
Results for CC(=O)c1ccc(NC(=O)Cn2nc(C)cc2C)cc1 ?
p53ts 32C tox: -7.2%; Peg3 imprint: 2.2%; p53ts 39C tox: -8.3%; IkB sig inh: 0.1%

How did CCC1C(=O)N=C(SCC(=O)Nc2cccc3ccccc23)NC1=O (stereo not drawn) do in these assays?
p53ts 32C tox: -1.9%; Peg3 imprint: -4.9%; p53ts 39C tox: 2.3%; IkB sig inh: 2.8%

How did Cc1ccc(S(=O)(=O)Cn2nnnc2C(CC(C)C)N2CCN(c3ccccc3)CC2)cc1 (stereo not drawn) do in these assays?
p53ts 32C tox: 5.4%; p53ts 39C tox: 13.3%

What do the screens show for `Nc1ncnc2c1ncn2CCNCCc1ccccc1`?
p53ts 32C tox: 13.7%; Peg3 imprint: -4.3%; p53ts 39C tox: 2.6%; IkB sig inh: 0.6%

What do the screens show for `Cc1ccc(-n2nc(CO)c(C(=O)NCc3ccccn3)n2)cc1C`?
p53ts 32C tox: -14.6%; Peg3 imprint: -27.2%[10.9 µM]; p53ts 39C tox: inconclusive; IkB sig inh: -1.4%

What do the screens show for `Cn1c(N)c(C(=O)COC(=O)CCCc2c[nH]c3ccccc23)c(=O)n(C)c1=O`?
p53ts 32C tox: 5.6%; Peg3 imprint: 18.4%; p53ts 39C tox: -6.9%; IkB sig inh: inconclusive

How did CCOc1nc(C)ccc1-c1noc(-c2ccco2)n1 do in these assays?
p53ts 32C tox: 5.2%; Peg3 imprint: 0.8%; p53ts 39C tox: 11.8%; IkB sig inh: -2.3%

What do the screens show for `COc1ccc(NC(=O)C2CCN(C(=O)N3CCOc4ccccc43)CC2)cc1`?
p53ts 32C tox: 50.9%[activator]; Peg3 imprint: 21.1%[10.9 µM]; p53ts 39C tox: -14.7%; IkB sig inh: -2.0%

What do the screens show for `O=C(CSC1=NCCS1)N1CCCCCC1`?
p53ts 32C tox: 1.6%; Peg3 imprint: -10.2%; p53ts 39C tox: -2.8%; IkB sig inh: 0.5%

What do the screens show for `Cc1cc(NCc2ccccc2)nc(-c2ccccc2O)n1`?
p53ts 32C tox: 5.2%; p53ts 39C tox: -20.5%

What do the screens show for `CCC(=O)NCc1nc2ccccc2n1Cc1ccccc1`?
p53ts 32C tox: 3.9%; Peg3 imprint: 13.0%[10.9 µM]; p53ts 39C tox: 9.2%; IkB sig inh: 1.0%

What do the screens show for `CCN(CC)c1nn2c(=O)c(C(=O)NCCc3ccc(C)cc3)cnc2s1`?
p53ts 32C tox: -5.7%; Peg3 imprint: 7.0%[10.9 µM]; p53ts 39C tox: -11.5%; IkB sig inh: -0.4%

How did CN1CC2(Cc3c1ccc1ccccc31)C(=O)OC(C)(C)OC2=O do in these assays?
p53ts 32C tox: 3.9%; Peg3 imprint: -11.8%; p53ts 39C tox: 20.3%; IkB sig inh: 3.3%

Results for COc1ccc(-n2ncc(C(=O)NCCCN3CCCCC3)c2C2CCN(C(=O)OC(C)(C)C)CC2)cc1 ?
p53ts 32C tox: -11.4%; Peg3 imprint: -6.9%[10.9 µM]; p53ts 39C tox: 0.6%; IkB sig inh: -0.1%

Results for Cc1ccc(OCC(=O)Nc2ccc3nc(SCC(=O)N4CCc5ccccc54)sc3c2)cc1 ?
p53ts 32C tox: -4.4%; Peg3 imprint: -4.7%[10.9 µM]; p53ts 39C tox: -0.1%; IkB sig inh: -1.1%

Results for CCN(CC)S(=O)(=O)c1ccc2oc(C(=O)Nc3cc(C)ccc3OC)c(C)c2c1 ?
p53ts 32C tox: 3.9%; Peg3 imprint: -7.8%[10.9 µM]; p53ts 39C tox: -28.2%; IkB sig inh: 0.6%

What do the screens show for `Cc1cc(OCC(=O)NC(C)C)cc(C)c1Cl`?
p53ts 32C tox: -6.0%; p53ts 39C tox: -0.8%

Results for CC(C)OCCCNC(=O)CN1C(=O)CSc2ccc(S(=O)(=O)N3CCCCC3)cc21 ?
p53ts 32C tox: 0.1%; Peg3 imprint: -11.4%[10.9 µM]; p53ts 39C tox: -3.6%; IkB sig inh: -0.1%

How did c1ccc(CSc2nnc(Cc3ccccn3)o2)cc1 do in these assays?
p53ts 32C tox: -8.6%; Peg3 imprint: -12.9%; p53ts 39C tox: -6.1%; IkB sig inh: -1.3%

How did CCC(=O)Nc1ccc(S(=O)(=O)c2ccc(NC(=O)CC)cc2)cc1 do in these assays?
p53ts 32C tox: 3.6%; Peg3 imprint: -19.3%; p53ts 39C tox: 0.5%; IkB sig inh: 0.3%

What do the screens show for `Cc1nn(C)c(C)c1S(=O)(=O)N(CC(=O)NCCc1ccccc1)c1ccc(C(C)C)cc1`?
p53ts 32C tox: 4.9%; Peg3 imprint: -10.3%[10.9 µM]; p53ts 39C tox: -4.7%; IkB sig inh: 2.1%

Results for Cc1ccccc1CSCC(=O)c1c(N)n(C)c(=O)n(C)c1=O ?
p53ts 32C tox: -4.2%; Peg3 imprint: -14.4%; p53ts 39C tox: 6.5%; IkB sig inh: 0.0%

What do the screens show for `Cc1ccc(NC(=O)CSc2nc3c(oc4ccccc43)c(=O)n2-c2ccc(F)cc2)c(C)c1`?
p53ts 32C tox: 2.6%; Peg3 imprint: -9.0%[10.9 µM]; p53ts 39C tox: 17.3%; IkB sig inh: 1.4%

Results for CCOC(=O)c1ccc(N2CSC3=C(C#N)C(c4ccc(OC)cc4OC)CC(=O)N3C2)cc1 (stereo not drawn) ?
p53ts 32C tox: -2.7%; Peg3 imprint: -16.7%; p53ts 39C tox: 1.5%; IkB sig inh: 5.3%

How did CS(=O)(=O)N(CC(=O)Nc1cccnc1)c1ccc2c(c1)OCCO2 do in these assays?
p53ts 32C tox: 3.3%; Peg3 imprint: 8.8%; p53ts 39C tox: -5.1%; IkB sig inh: -5.0%

Results for Nc1ncnc2c([C@@H]3O[C@@H](CO)[C@H](O)[C@@H]3O)nsc12 ?
p53ts 32C tox: 20.0%[9.22 µM]; Peg3 imprint: -42.7%[inhibitor][10.9 µM]; p53ts 39C tox: 0.7%[9.22 µM]; IkB sig inh: inconclusive

How did Cc1ccc(N2CC3=C(C2=O)C(c2ccc(Br)cc2)NC(=O)N3C)cc1 (stereo not drawn) do in these assays?
p53ts 32C tox: -6.0%; Peg3 imprint: -4.7%[10.9 µM]; p53ts 39C tox: 29.0%; IkB sig inh: inconclusive

How did CCC(=O)N1CCN(c2ccc(Cl)cc2NC(=O)Cc2ccccc2)CC1 do in these assays?
p53ts 32C tox: 9.9%; Peg3 imprint: -16.7%; p53ts 39C tox: 5.6%; IkB sig inh: -0.6%

Results for COc1ccc(C(=O)NCCc2sc(-c3ccc(F)cc3)nc2C)cc1OC ?
p53ts 32C tox: 11.0%; Peg3 imprint: -16.2%[10.9 µM]; p53ts 39C tox: 14.2%; IkB sig inh: inconclusive

How did COc1cccc(N2CC(NC(=O)c3cc4ccccc4o3)CC2=O)c1 (stereo not drawn) do in these assays?
p53ts 32C tox: 1.7%; Peg3 imprint: 19.4%[10.9 µM]; p53ts 39C tox: -7.4%; IkB sig inh: -2.8%

How did Cc1nn(C(=O)c2ccc(Cl)cc2)c(C)c1S(=O)(=O)N1CCOCC1 do in these assays?
p53ts 32C tox: -6.1%; Peg3 imprint: 3.5%[10.9 µM]; p53ts 39C tox: -9.0%; IkB sig inh: -1.1%

What do the screens show for `CCOC(=O)C1=C(N)OC2=C(C(=O)CC(C)(C)C2)C1c1ccoc1` (stereo not drawn)?
p53ts 32C tox: 7.4%; p53ts 39C tox: 8.0%; IkB sig inh: 2.2%

How did Cc1ccnc2c(N3C(=O)C4C5C=CC(C5)C4C3=O)cccc12 (stereo not drawn) do in these assays?
p53ts 32C tox: 4.2%; Peg3 imprint: -2.3%; p53ts 39C tox: 4.3%; IkB sig inh: 0.9%

Results for CCCn1c(SCc2nc(-c3ccccc3C)no2)nnc1-c1ccc(Cl)cc1 ?
p53ts 32C tox: 15.7%; Peg3 imprint: 6.4%[10.9 µM]; p53ts 39C tox: -12.4%; IkB sig inh: inconclusive

What do the screens show for `CCC1Oc2ccccc2N(CC(=O)NCc2ccc(C)cc2)C1=O` (stereo not drawn)?
p53ts 32C tox: 1.2%; Peg3 imprint: -9.5%[10.9 µM]; p53ts 39C tox: inconclusive; IkB sig inh: inconclusive

What do the screens show for `COc1ccc(/C(C)=N\n2cnnc2)cc1`?
p53ts 32C tox: 3.8%; Peg3 imprint: -4.5%; p53ts 39C tox: 12.8%; IkB sig inh: -0.4%

How did Cc1c(-c2nc(-c3ccccc3F)no2)nnn1-c1cc(F)ccc1F do in these assays?
p53ts 32C tox: inconclusive; Peg3 imprint: -30.6%[inhibitor][10.9 µM]; p53ts 39C tox: inconclusive; IkB sig inh: -1.7%

What do the screens show for `O=S(=O)(c1cc(Cl)ccc1Br)N1CCCCC1`?
p53ts 32C tox: -7.2%; Peg3 imprint: -8.8%; p53ts 39C tox: -7.3%; IkB sig inh: 6.1%

What do the screens show for `CC(=O)N(c1ccccc1)C1SC(=O)N(c2ccccc2)C1=O` (stereo not drawn)?
p53ts 32C tox: 3.6%; Peg3 imprint: -8.0%; p53ts 39C tox: 1.6%; IkB sig inh: 4.0%

How did Cc1ccc(C(O)CN2C3=NCCN3c3ccccc32)cc1 (stereo not drawn) do in these assays?
p53ts 32C tox: -22.6%; Peg3 imprint: -33.1%[inhibitor]; p53ts 39C tox: -25.5%; IkB sig inh: 6.4%

Results for COc1ccccc1Nc1nc(-c2ccccc2F)nc2ccccc12 ?
p53ts 32C tox: -7.6%; Peg3 imprint: 21.9%[10.9 µM]; p53ts 39C tox: -29.3%; IkB sig inh: inconclusive

What do the screens show for `Cn1c(C(=O)OC(C(=O)NC2CCCCC2)c2ccncc2)cc2sccc21` (stereo not drawn)?
p53ts 32C tox: -5.2%; Peg3 imprint: -6.0%; p53ts 39C tox: 0.4%; IkB sig inh: 1.9%

Results for O=C(CCCSc1nc2ccccc2[nH]1)N1CCN(c2ccccc2)CC1 ?
p53ts 32C tox: 6.3%; Peg3 imprint: -18.2%; p53ts 39C tox: 12.4%; IkB sig inh: 6.5%

How did CC1N=C2c3ccccc3N=C(SCc3cc(=O)n4ccccc4n3)N2C1=O (stereo not drawn) do in these assays?
p53ts 32C tox: -14.1%; Peg3 imprint: -10.2%; p53ts 39C tox: -17.5%; IkB sig inh: -2.1%

How did FC(F)(F)c1nc2ncc(Cl)cc2[nH]1 do in these assays?
p53ts 32C tox: -14.9%; Peg3 imprint: -11.1%; p53ts 39C tox: -21.7%; IkB sig inh: -1.0%

Results for CC(C)Cn1c(CN(Cc2ccccc2)Cc2ccccc2)nc2c1c(=O)n(C)c(=O)n2C ?
p53ts 32C tox: -5.4%; Peg3 imprint: -11.1%; p53ts 39C tox: 18.8%; IkB sig inh: -0.7%

How did Cc1ccc(-n2c(SCC(=O)OC(C)C)nnc2-c2cnccn2)cc1 do in these assays?
p53ts 32C tox: 7.2%; Peg3 imprint: -4.3%; p53ts 39C tox: 7.6%; IkB sig inh: -1.5%

Results for C=CCn1c(C)cc(C(=O)CN2C(=O)c3ccccc3C2=O)c1C ?
p53ts 32C tox: inconclusive; Peg3 imprint: -76.1%[inhibitor]; p53ts 39C tox: 12.6µM*; IkB sig inh: 2.3%

How did CC(=O)OC[C@@H]1O[C@H](C/C=N\OC[C@@H](O)COCc2ccco2)C=C[C@@H]1OC(C)=O do in these assays?
p53ts 32C tox: 2.2%[9.22 µM]; p53ts 39C tox: -4.9%[9.22 µM]

How did CN1C(=O)NC(c2cccc(O)c2)C(C(=O)c2cccs2)C1(O)C(F)(F)F (stereo not drawn) do in these assays?
p53ts 32C tox: 2.8%; Peg3 imprint: -11.3%; p53ts 39C tox: 0.6%; IkB sig inh: 1.5%

How did COc1cc(CN2CCN(S(=O)(=O)c3ccccc3)CC2)cc(OC)c1O do in these assays?
p53ts 32C tox: -2.4%; Peg3 imprint: -2.6%[10.9 µM]; p53ts 39C tox: 9.3%; IkB sig inh: 1.5%
